# CHO parental Ca = counter-screen: ATP calcium response change in parental CHO cells; parental CHO-K1, ATP-induced calcium, Fluo-8 fluorescence; inhibition, % at 5.6 µM; 330,000 tested, 0.63% active; AID 463079;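 active = inhibition above that plate's mean sample inhibition plus 3 SD, cut at about 26% in these data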;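 also: 0% = ATP-challenged DMSO wells and 100% = DMSO wells without ATP; some compounds past the cut are filed as inactive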
#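 Measured by: calcium-sensitive Fluo-8 fluorescence / Test system: CHO parental line / Controls: ATP-challenged DMSO wells low, unchallenged DMSO wells high / Measure: % inhibition / Compound: single nominal dose of 5.6 µM per compound / Replicates: single well per compound, no replicates / Reagent: ATP as calcium-mobilizing challenge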
# CHRM1 agonist = human M1 muscarinic receptor agonism; activation, % at 3 µM; P11229; CHO-K1 hM1, Fluo-8 calcium fluorescence, agonist mode; 0% DMSO, 100% acetylcholine EC100; AID 588814; 360,000 tested, 0.33% active;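 active = activation above the run's mean compound activation plus 3 SD, cut at about 16% in these data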;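 also: peak over basal fluorescence ratio within a 140 s kinetic read after compound addition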
# Target sequence (P11229 whole entry, looked up): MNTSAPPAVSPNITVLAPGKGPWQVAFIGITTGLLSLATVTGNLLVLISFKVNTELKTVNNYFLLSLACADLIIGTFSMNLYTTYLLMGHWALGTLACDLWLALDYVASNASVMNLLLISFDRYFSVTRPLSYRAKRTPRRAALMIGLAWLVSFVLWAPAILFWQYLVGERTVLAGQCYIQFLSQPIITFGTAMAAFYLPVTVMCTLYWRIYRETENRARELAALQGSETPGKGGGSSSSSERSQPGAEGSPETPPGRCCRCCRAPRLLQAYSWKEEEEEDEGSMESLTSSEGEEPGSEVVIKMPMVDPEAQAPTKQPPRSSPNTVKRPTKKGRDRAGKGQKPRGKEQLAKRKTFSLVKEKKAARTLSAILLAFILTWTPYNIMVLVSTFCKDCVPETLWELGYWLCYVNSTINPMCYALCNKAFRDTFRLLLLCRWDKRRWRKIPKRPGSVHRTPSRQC
# CHO-K1 Ca antag = M1 antagonist counterscreen hit in parental CHO-K1 cells | 360,000 tested, 0.6% active | ATP-induced calcium, Fluo-8 fluorescence | inhibition, % at 3 µM;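 active = inhibition above a per-plate cutoff, the plate's mean sample inhibition plus 3 SD, cut at about 24% in these data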;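 also: 0% = DMSO plus EC80 ATP and 100% = DMSO alone without ATP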
# M1 PAM = potentiates human M1 receptor response to acetylcholine; P11229; CHO-K1 hM1, Fluo-8 calcium fluorescence, ACh EC20; 0% = ACh EC20, 100% = maximal ACh; AID 588819; activation, % at 3 µM; 360,000 tested, 0.088% active; in the data active = activation above about 19%, passing the limit was not always enough
# CHRM1 antagonist = human CHRM1 antagonism. CHO-K1 hM1, Fluo-8 calcium fluorescence, ACh EC80 antagonist. 360,000 tested, 1.3% active. inhibition, % at 3 µM. AID 588852. P11229;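 active = percent inhibition above its own plate's cutoff, namely the mean of that plate's compound wells plus 3 SD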;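 also: peak over basal fluorescence ratio during 140 s after agonist addition; 0% = ACh EC80 plus DMSO and 100% = DMSO alone without agonist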
# CHO-K1 Ca ag = M1 agonist counterscreen hit in parental CHO-K1 cells. AID 602248. Fluo-8 calcium fluorescence; scaled to maximal ATP response, vehicle zero. activation, % at 3 µM. 360,000 tested, 0.48% active; in the data active = activation above about 15%;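 also: untransfected CHO-K1 host cells lacking M1 receptor as counterscreen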
# TAAR1 antag = antagonists of human TAAR1 | 360,000 tested, 1.5% active | inhibition, % at 3 µM | CHO RD-HGA16 TAAR1, Fluo-8 calcium fluorescence, antagonist | Q96RJ0;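 active = inhibition above a per-plate cutoff, the mean inhibition of test compounds on that plate plus 3 SD, cut at about 49% in these data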;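 also: 0% = DMSO plus EC80 beta-PEA response and 100% = DMSO alone without agonist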
# Target sequence (Q96RJ0 whole entry, looked up): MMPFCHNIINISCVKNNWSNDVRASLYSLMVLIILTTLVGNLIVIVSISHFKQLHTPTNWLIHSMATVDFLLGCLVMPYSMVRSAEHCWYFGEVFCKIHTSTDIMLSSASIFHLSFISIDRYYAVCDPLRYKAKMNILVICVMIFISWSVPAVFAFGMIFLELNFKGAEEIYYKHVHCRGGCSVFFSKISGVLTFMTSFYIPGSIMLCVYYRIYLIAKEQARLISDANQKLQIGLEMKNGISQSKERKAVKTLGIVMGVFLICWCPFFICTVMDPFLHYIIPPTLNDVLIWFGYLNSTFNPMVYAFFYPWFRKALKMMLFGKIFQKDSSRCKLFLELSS
#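 Test system: RD-HGA16 CHO cells with stable hTAAR1 and Gα16 / Probe or stimulus: EC80 β-phenethylamine stimulus / Times: seeding 17-24 h prior, 75-min 37 °C, 30-min RT dye loading / Detection: Fluo-8 calcium-sensitive fluorescence / Read-out basis: % inhibition scaled between DMSO and EC80 PEA controls / Repeats: singlicate, one well per test compound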
# TAAR1 agonist = human TAAR1 agonism; Q96RJ0; CHO RD-HGA16 TAAR1, Fluo-8 calcium fluorescence; vehicle wells 0%, saturating PEA agonist 100%; activation, % at 3 µM; 360,000 tested, 0.99% active; AID 624467;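 active = activation above the mean activation of all test compounds in the run plus 3 SD, cut at about 38% in these data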
#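 Test system: RD-HGA16 (CHO) cells co-expressing Gα16 and hTAAR1 / Benchmarks: DMSO vehicle as 0%, PEA at EC100 as 100% / Repeats: no replicates (n 1) / Measure: % activation from peak over basal fluorescence ratio, DMSO-to-PEA scaled / Timing: 17-24 h plating, Fluo-8 75 min 37 °C, 30 min RT / Technique: kinetic Fluo-8 calcium fluorescence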
# CHO-K1 Ca PAM = M1 PAM counterscreen hit in parental CHO-K1 cells; AID 602247; 360,000 tested, 0.02% active; ATP EC20, Fluo-8 calcium fluorescence; 0% at ATP EC20, 100% at ATP max; activation, % at 3 µM;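 active = activation above the run cutoff, the mean activation of all test compounds plus 3 SD, cut at about 40% in these data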;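 also: peak over basal fluorescence ratio in a 140 s read after ATP addition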
# * marks the source's active call; other numbers are inactive results; x = not tested or not shown. Hits appear at their usual frequency. About 4.4% of those tested had a hit in this group.
entry	mol	CHO parental Ca	CHRM1 agonist	CHO-K1 Ca antag	M1 PAM	CHRM1 antagonist
1	O=C1C2C3c4ccccc4C(c4ccccc43)C2C(=O)N1CN1CCOCC1 (stereo not given)	-7	1	-4	-4	-15
2	O=C(/C=C\Nc1ccc(Cl)cn1)c1ccc(Br)cc1	2	-3	-7	-6	17
3	CCCn1c(N)c(N(CCOC)C(=O)c2ccc([N+](=O)[O-])cc2Cl)c(=O)[nH]c1=O	-7	-3	-13	9	-7
4	O=C(COS(=O)c1ccccc1)Nc1cc(Cl)ccc1N1CCOCC1 (stereo not given)	-16	-7	5	7	-1
5	Cc1nn(C)cc1CN(C)C(=O)c1nn2c(c1Cl)NC(c1cccs1)CC2C(F)(F)F (stereo not given)	-7	6	-8	17	-29
6	Cc1ccc(S(=O)(=O)N2CCN(c3cccc(C)c3)CC2)cc1	-7	-3	-2	7	-15
7	O=C(c1cccc(Cl)c1)N1CCCC(C(=O)N2CCN(c3ccccc3)CC2)C1 (stereo not given)	-23	-4	-8	5	-2
8	C/C(CC(=O)Nc1ccc2c(c1)OCCO2)=N\NC(=O)COc1ccccc1C	-18	1	-10	13	-12
9	Cc1cc(C)c(NC(=O)CNC(=O)COC(=O)/C=C/c2cccs2)c(C)c1	-14	-5	4	-1	4
10	O=C(c1ccc(Br)cc1)N1CCN(c2ncccn2)CC1	-8	-2	-12	5	-12

entry	CHO-K1 Ca ag	TAAR1 antag	TAAR1 agonist	CHO-K1 Ca PAM
1	0.6	10	10	-13
2	1.2	-8	0	5
3	2.8	1	4	10
4	0.1	-3	0	0
5	0.6	-11	4	12
6	0.5	-13	3	6
7	1.9	-2	2	12
8	-0.1	-5	1	24
9	-0.3	-5	-1	-14
10	0.9	-4	1	6

# Additional records.
entry	mol	CHO parental Ca	CHRM1 agonist	CHO-K1 Ca antag	M1 PAM	CHRM1 antagonist
11	O=C(NCc1ccc2c(c1)OCO2)c1ccc(C2SCC(=O)N2Cc2ccco2)cc1 (stereo not given)	-9	-5	-7	-11	-1
12	Nc1c(Br)c(=O)[nH]c(=O)n1-c1ccc(F)cc1	-8	-2	-4	-2	3
13	COC(=O)CCN1CCC(c2cc(-c3cccc(C(F)(F)F)c3)n[nH]2)CC1	-10	-2	-7	11	-6
14	CCCCCCCCn1c(=O)c(C(=O)OC)c(N)c2ccccc21	-4	2	14	-11	25
15	CCOc1ccc2oc(C(=O)Nc3ccc4c(c3)OCO4)c(C)c2c1	-20	-4	-6	0	4
16	CCC(=O)NC(=S)Nc1ccc(S(=O)(=O)NC(C)C)cc1	1	-7	-19	1	-7
17	NS(=O)(=O)c1ccc(N2CCOCC2)c(C(=O)NCCCSc2ccccc2)c1	-4	-4	-12	9	-5
18	Cc1ccccc1OCC(=O)Nc1ccc(N2CCN(C(=O)c3ccco3)CC2)cc1	-5	-1	4	-23	24
19	CCN(CC)C1CCN(C(=O)c2ccc(OC3CCN(Cc4ccccn4)CC3)cc2)C1 (stereo not given)	-7	-6	-11	-7	11
20	CS(=O)(=O)N(CC(=O)N1CCN(Cc2ccc3c(c2)OCO3)CC1)C1CCCCC1	-20	-4	-16	-1	0

entry	CHO-K1 Ca ag	TAAR1 antag	TAAR1 agonist	CHO-K1 Ca PAM
11	1.3	10	4	19
12	4.6	-2	-1	-2
13	0.5	-13	13	5
14	10	16	11	7
15	4.7	-1	1	20
16	2.3	x	x	17
17	3.1	6	2	11
18	15	60*	16	-28
19	0.3	-6	1	-3
20	1.4	-4	4	-9

# Additional records follow:
entry	mol	CHO parental Ca	CHRM1 agonist	CHO-K1 Ca antag	M1 PAM	CHRM1 antagonist
21	OCc1ccccc1CN1CCCCCC1	-11	-8	0	-7	8
22	CC1=C(C(=O)OC(C)(C)C)C(c2ccc3ccccc3c2)NC(=O)N1C (stereo not given)	-27	-9	-1	-21	18
23	O=C(CNC(=O)c1ccc(Cl)cc1Cl)OCc1nc2ccccc2s1	-7	-7	-6	6	1
24	CC1(C(=O)NC2CCCCCC2)CCN1C(=O)Cc1ccc(-c2ccccc2)cc1 (stereo not given)	x	-1	-1	0	7
25	COc1cc(OC)cc(-c2nc3ccccc3c(=O)o2)c1	-1	0	-11	14	-14
26	CCC(=O)N1CCc2cc(Br)cc(S(=O)(=O)NCc3ccco3)c21	-14	0	11	5	-9
27	CC(C)C(OC(=O)CN1C(=O)c2ccccc2C1=O)C(=O)NC1CCCC1 (stereo not given)	-9	0	-19	7	-15
28	O=c1c(-c2ccc(Br)cc2)coc2c(CN3CCOCC3)c(O)ccc12	-12	-5	-4	-3	6
29	CC/C=C(/NC(C)=O)c1ccccc1	-8	-2	-31	8	-11
30	COc1ccc(-n2nnnc2-c2cn(C)nc2C(F)(F)F)cc1	-15	1	-17	-5	-6

entry	CHO-K1 Ca ag	TAAR1 antag	TAAR1 agonist	CHO-K1 Ca PAM
21	-0.1	-7	12	1
22	-0.1	-23	5	1
23	1.5	-30	5	21
24	5.4	10	10	9
25	-0.5	10	4	9
26	0.2	x	x	-8
27	1.4	-28	1	10
28	0.1	-11	-4	8
29	0.7	-5	0	28
30	4.0	-1	6	19

# (listing goes on)
entry	mol	CHO parental Ca	CHRM1 agonist	CHO-K1 Ca antag	M1 PAM	CHRM1 antagonist
31	CC(NC(=O)CCCCCNC(=O)N1CCn2c1nc1ccccc12)c1ccccc1 (stereo not given)	-16	-5	1	7	-7
32	Cn1c(NCc2ccccc2)nc2cc(-c3cccc(C(F)(F)F)c3)sc2c1=O	x	1	2	7	-14
33	COc1ccc(C(=O)Oc2c(CN3CCOCC3)cc(Cl)c3cccnc23)cc1	-12	-4	6	1	6
34	O=C(O)CCCNS(=O)(=O)c1ccc2c(c1)OCCCO2	-6	-8	10	-4	5
35	COc1ccc(Cl)cc1NC(=O)CCCN1C(=O)CCC1=O	-2	-4	-23	3	-7
36	NC(=O)C1CCN(C(=O)C2CCC(=O)N(CC3CCCCC3)C2)CC1 (stereo not given)	4	-3	-2	-10	13
37	CC(C)CC(=O)Nc1ccc(-c2cn3ccsc3n2)cc1	9	-4	-6	3	-12
38	CC(CN1CCCC1)OC(=O)COc1ccccc1 (stereo not given)	-14	-2	-9	9	-8
39	CCOc1ccc(C(CC(=O)O)NC(=O)c2ccco2)cc1OC (stereo not given)	4	-2	-4	7	-6
40	CC(CCc1ccccc1)NC(=O)COC(=O)c1cc(NS(=O)(=O)c2ccc(Cl)c([N+](=O)[O-])c2)ccc1O (stereo not given)	33	-2	3	-11	7

entry	CHO-K1 Ca ag	TAAR1 antag	TAAR1 agonist	CHO-K1 Ca PAM
31	0.0	7	0	-2
32	0.2	-28	2	19
33	0.1	3	26	7
34	0.4	6	1	-8
35	0.1	-3	3	-9
36	-0.3	-9	1	10
37	-0.3	3	7	9
38	0.3	-1	6	16
39	1.4	-3	3	17
40	5.0	20	9	7

# Other structures.
entry	mol	CHO parental Ca	CHRM1 agonist	CHO-K1 Ca antag	M1 PAM	CHRM1 antagonist
41	Cc1onc(-c2ccccc2)c1C(=O)Nc1nc2c(s1)C(=O)CC(C)(C)C2	-17	-4	-12	3	-3
42	CN1C(=O)C(O)(c2sc(N)nc2-c2ccccc2)c2ccccc21 (stereo not given)	9	-3	-6	8	-8
43	COC(=O)C1C(=O)N2CCCSC2=C(C#N)C1c1cccs1 (stereo not given)	-6	-5	-21	8	-15
44	CCOc1ccc(S(=O)(=O)NCCSc2ccccc2)cc1	3	-6	0	2	0
45	O=C(c1ccc(NS(=O)(=O)c2cccc3cccnc23)cc1)N1CCCCC1	-26	-3	-8	4	0
46	CC(C)Oc1ccccc1/C=N/NC(=O)c1ccccc1Cl	-18	-1	-6	-1	-1
47	NC(=O)c1ccc(NC(=O)COC(=O)C23CC4CC(CC(C4)C2)C3)cc1	x	-1	7	3	0
48	COc1cc(/C=N/NC(=O)c2ccncc2)ccc1OC(=O)c1cccc(F)c1	-3	1	-2	-3	-1
49	O=C(NCCc1ccccc1)c1cc(=O)[nH]c2ccccc12	6	-3	-5	9	-8
50	Cc1ccccc1OCc1nc(-c2cccnc2)no1	-10	-3	-5	5	-3

entry	CHO-K1 Ca ag	TAAR1 antag	TAAR1 agonist	CHO-K1 Ca PAM
41	1.3	5	1	15
42	0.6	4	15	18
43	0.4	12	0	11
44	0.6	8	15	3
45	1.2	-12	11	4
46	1.0	6	-1	-5
47	0.2	-14	15	0
48	7.6	19	15	4
49	0.7	7	8	-12
50	2.1	6	7	12

# Rewritten field by field: part of the list above
41. Cc1onc(-c2ccccc2)c1C(=O)Nc1nc2c(s1)C(=O)CC(C)(C)C2
  CHO parental Ca: -17	CHRM1 agonist: -4	CHO-K1 Ca antag: -12	M1 PAM: 3	CHRM1 antagonist: -3	CHO-K1 Ca ag: 1.3	TAAR1 antag: 5	TAAR1 agonist: 1	CHO-K1 Ca PAM: 15

42. CN1C(=O)C(O)(c2sc(N)nc2-c2ccccc2)c2ccccc21 (stereo not given)
  CHO parental Ca: 9	CHRM1 agonist: -3	CHO-K1 Ca antag: -6	M1 PAM: 8	CHRM1 antagonist: -8	CHO-K1 Ca ag: 0.6	TAAR1 antag: 4	TAAR1 agonist: 15	CHO-K1 Ca PAM: 18

43. COC(=O)C1C(=O)N2CCCSC2=C(C#N)C1c1cccs1 (stereo not given)
  CHO parental Ca: -6	CHRM1 agonist: -5	CHO-K1 Ca antag: -21	M1 PAM: 8	CHRM1 antagonist: -15	CHO-K1 Ca ag: 0.4	TAAR1 antag: 12	TAAR1 agonist: 0	CHO-K1 Ca PAM: 11

# The list continues:
entry	mol	CHO parental Ca	CHRM1 agonist	CHO-K1 Ca antag	M1 PAM	CHRM1 antagonist
51	CC(C)C(=O)Nc1ncc(Cc2ccccc2Cl)s1	9	-2	-6	7	-5
52	O=C(NOCc1ccccc1)OCc1ccccc1	x	-1	0	17	-2
53	N#Cc1ccc(-c2ccccc2)nc1SCC(=O)c1cccc(Cl)c1	3	3	7	3	-16
54	COc1cccc(C(=O)NC(Cc2ccccc2)c2ccc3c(c2)OCCCO3)c1 (stereo not given)	-1	-5	-15	5	-4
55	CC(C)Oc1ccc(F)cc1-c1cc(C(=O)NC2CCCCC2)[nH]n1	x	-4	4	8	-17
56	COc1ccc2[nH]c(C(=O)O)c(CCNC(C)=O)c2c1	-7	-1	15	0	5
57	COc1ccccc1C(=O)Nc1nsc(-c2ccccc2)n1	-25	-3	3	5	-4
58	O=C(CCSCc1ccccc1Cl)N1CCN(c2cccc(Cl)c2)CC1	-39	-3	0	-1	1

entry	CHO-K1 Ca ag	TAAR1 antag	TAAR1 agonist	CHO-K1 Ca PAM
51	5.2	-12	-1	15
52	-0.2	-12	0	3
53	0.2	-3	8	7
54	3.2	16	6	21
55	1.5	-7	1	0
56	-0.1	-13	1	-7
57	0.1	2	-1	-11
58	1.3	36	8	12

# Screening data as filed in PubChem.
